# HKDC1 inhibitor = HKDC1 hexokinase inhibitors, primary screen, biochemical, fluorescence, uHTS | Q2TB90 | recombinant HKDC1, G6PDH/diaphorase resazurin coupled fluorescence | inhibition, % at 20 µM | actives 0.16% (n = 340,000) | AID 493160, 2011;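 active = inhibition above about 35% when tested at 20 µM, limit read from the data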;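 note: plate controls were DMSO wells with enzyme for no effect and DMSO wells lacking enzyme for full effect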
#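 Assay system: in-house recombinant HK5 (HKDC1) enzyme. Input: HKDC1 at 5 µg/mL. Medium: Tris pH 8.0 buffer with MgCl2, Tween-20, BSA, BME. Dosing: single 20 µM dose. Schedule: 90 min reaction incubation at room temperature, dark. Signal: resazurin-to-resorufin fluorescence via G6PDH and diaphorase coupling, 525/613 nm. Controls: DMSO-enzyme wells negative, buffer-substituted wells positive.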
# SENP1 inh = human SENP1 catalytic domain inhibitors, primary screen, biochemical, FRET, uHTS. AID 624204, 2012. recombinant SENP1 catalytic domain, CyPet-SUMO1-YPet FRET cleavage. inhibition, % at 10 µM. actives 0.21% (n = 360,000);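 active = inhibition at least 30% at 10 µM, raw YFP signal under a set limit, fluorescence ratio 0.5 to 1.5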;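 note: 0% = enzyme with DMSO and 100% = no enzyme wells; some results filed as inactive read as strong as hits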
# Target sequence (Q9P0U3 419-644 limits assumed): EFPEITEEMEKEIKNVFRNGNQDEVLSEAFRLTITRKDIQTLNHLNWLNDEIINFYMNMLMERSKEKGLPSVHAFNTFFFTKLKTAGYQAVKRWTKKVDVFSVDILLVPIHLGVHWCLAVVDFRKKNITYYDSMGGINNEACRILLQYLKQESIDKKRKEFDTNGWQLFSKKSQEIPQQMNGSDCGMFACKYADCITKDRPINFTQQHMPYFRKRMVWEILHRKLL
#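 System: Recombinant human SENP1 catalytic domain, His6-tagged | Incubation: Enzyme reaction for 50 min at room temperature, dark | Medium: Tris pH 8 with BME, BSA, NP40 and catalase | Also added: 25 nM SUMO1 FRET substrate | Compound: 10 µM single point, 0.5% DMSO | Measured by: FRET fluorescence in CFP and YFP emission channels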
# SENP8 block-1 = human SENP8 protease inhibitors, primary screen, biochemical, fluorescence, Nedd8 protein substrate, uHTS; Sentrin-specific protease 8 (Homo sapiens), Q96LD8; recombinant SENP8; inhibition, % at 20 µM; actives 0.64% (n = 360,000); AID 602440, 2012; in the data active = inhibition mostly above about 40%, no sharp cut-off; inactive = mostly below about 27%
# Target sequence (Q96LD8 whole entry, looked up): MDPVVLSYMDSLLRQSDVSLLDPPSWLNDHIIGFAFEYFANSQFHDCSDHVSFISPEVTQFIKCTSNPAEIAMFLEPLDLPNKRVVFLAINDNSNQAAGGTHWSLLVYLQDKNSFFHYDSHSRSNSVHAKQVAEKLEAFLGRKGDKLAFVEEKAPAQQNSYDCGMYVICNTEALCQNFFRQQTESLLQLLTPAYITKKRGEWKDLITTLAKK
# SENP8 block-2 = SENP8 protease inhibitors, primary screen, biochemical, luminescence; purified SENP8, Z-RLRGG-aminoluciferin cleavage; inhibition, % at 10 µM; actives 1.2% (n = 330,000); AID 2540, 2010; in the data active = inhibition above about 50%
# Apaf1 inhib = inhibitors of human Apaf-1 apoptosome, primary screen, biochemical, DEVD-Rh110 fluorescence, uHTS. Apoptotic protease-activating factor 1 (Homo sapiens), O14727. reconstituted apoptosome caspase-3 activity. inhibition, % at 20 µM. actives 0.71% (n = 330,000); active = inhibition of at least 40% at 20 µM;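 note: plate controls were DMSO wells for no effect and DEVD-CHO caspase inhibitor wells for full effect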
#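 Assay system – apoptosome proteins · Medium – Hepes buffer, pH 7.5 · Also added – cytochrome c with DEVD-Rh110 · Timing – 30 min compound preincubation, 50 min activation, room temperature · Detection – Rh110 fluorescence, excitation 480 nm, emission 540 nm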
# SENP7 block = SENP7 protease inhibitors, primary screen, biochemical, luminescence, uHTS. Sentrin-specific protease 7 (Homo sapiens), Q9BQF6. recombinant SENP7, Z-RLRGG-aminoluciferin luminescence, 40 min. inhibition, % at 5 µM. actives 1.5% (n = 330,000). AID 434973, 2010;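 active = inhibition above about 50% at the single test dose, limit read from the data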;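 note: plate controls were DMSO with enzyme for no effect and no enzyme buffer wells for full effect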
# Target sequence (Q9BQF6 706-1050 limits assumed): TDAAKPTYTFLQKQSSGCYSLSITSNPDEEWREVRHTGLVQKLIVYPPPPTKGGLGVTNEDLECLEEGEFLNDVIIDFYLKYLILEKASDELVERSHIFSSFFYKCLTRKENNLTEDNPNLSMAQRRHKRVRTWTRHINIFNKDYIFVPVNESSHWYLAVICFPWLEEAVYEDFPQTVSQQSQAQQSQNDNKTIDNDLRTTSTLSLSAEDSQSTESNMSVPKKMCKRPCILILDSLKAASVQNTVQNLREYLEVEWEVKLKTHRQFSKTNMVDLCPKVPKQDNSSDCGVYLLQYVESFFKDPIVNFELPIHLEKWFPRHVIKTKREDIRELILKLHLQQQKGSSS
# PfGluPho inh = PfG6PD enzyme inhibitors, primary screen, biochemical, fluorescence intensity, uHTS. PfGluPho enzyme, NADPH resazurin-diaphorase fluorescence. inhibition, % at 20 µM. glucose-6-phosphate dehydrogenase-6-phosphogluconolactonase (Plasmodium falciparum 3D7). actives 0.78% (n = 350,000). AID 504690, 2011;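 active = inhibition reaching at least a set limit at 20 µM in the primary screen, cut at about 59% in these data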;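 note: 0% = DMSO wells with substrate and 100% = DMSO wells lacking glucose-6-phosphate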
# SENP6 block = SENP6 protease inhibitors, primary screen, biochemical, luminescence, uHTS; actives 1.8% (n = 330,000); Sentrin-specific protease 6 (Homo sapiens), Q9GZR1; AID 2599, 2010; inhibition, % at 10 µM; Recombinant SENP6 catalytic domain, aminoluciferin luminescence;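 active = inhibition above about 50% at the single tested dose, limit read from the data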;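 note: plate controls were DMSO wells with enzyme for no effect and DMSO wells lacking enzyme for full effect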
# * = called active by the depositor; / = not tested or not shown.
SMILES,HKDC1 inhibitor,SENP1 inh,SENP8 block-1,SENP8 block-2,Apaf1 inhib,SENP7 block,PfGluPho inh,SENP6 block
O=C(NCc1ccc2c(c1)OCO2)c1ccc(Cl)c(S(=O)(=O)NCc2ccccc2)c1,5.4,-1.2,13.3,4.0,2.0,-6.7,-14.4,-15.2
CC(NC(=O)CCSc1nc(-c2ccco2)cc(C(F)(F)F)n1)c1ccccc1 (stereo not drawn),4.3,-6.8,-16.3,5.2,25.6,9.6,9.5,9.9
CCOC(=O)C(NS(=O)(=O)c1ccc(C)cc1)(C(F)(F)F)P(=O)(OCC(C)C)OCC(C)C (stereo not drawn),-3.1,0.3,16.2,6.1,-4.8,2.7,10.3,8.4
O=C(/C=C/c1cccc([N+](=O)[O-])c1)N1CCN(Cc2ccc3c(c2)OCO3)CC1,-5.3,1.7,7.0,3.6,2.5,2.3,4.6,5.2
COc1ccc(C(=O)CC(=O)C(=O)Nc2cc(OC)c(OC)c(OC)c2)cc1,-3.4,1.5,14.7,8.9,3.8,2.7,15.9,-1.6
O=c1[nH]c(C2C3CC4CC(C3)CC2C4)nc2ccccc12 (stereo not drawn),0.5,-10.1,21.1,-7.9,6.7,3.2,-13.2,-8.9
O=[N+]([O-])c1ccc(Sc2n[nH]c(-c3ccco3)n2)nc1,-5.2,1.6,3.2,4.8,4.0,-0.6,-15.1,1.6
COc1cccc2c(=O)c(C(=O)NCc3cccs3)c[nH]c12,1.6,-5.9,-107.0,-2.1,15.8,-10.0,-13.2,-19.5
CS(=O)(=O)Nc1cccc(C(=O)CC2(O)C(=O)Nc3ccc(Br)cc32)c1 (stereo not drawn),0.1,-0.1,23.9,2.4,-5.0,-2.0,-0.1,-10.7
CCOC(=O)/C(C#N)=C/c1ccc(OCC(=O)Nc2ccc(OC)cc2)c(OC)c1,-2.4,-2.0,-24.4,2.6,7.0,-9.4,16.8,-5.0
O=C(Nc1cccs1)Nc1c(F)cc(F)cc1Br,-3.6,-3.6,21.1,-14.8,-0.2,-4.3,0.6,-23.0
CCc1ccc(C2CC(c3ccc(Cl)cc3)n3nc(N)nc3N2)cc1 (stereo not drawn),-2.9,8.3,-418.1,3.5,12.7,1.4,6.2,-2.6
COc1ccc(NC(=O)N(C)C[C@H]2Oc3ccc(NS(=O)(=O)c4c(C)noc4C)cc3C(=O)N([C@H](C)CO)C[C@@H]2C)cc1,-1.8,0.9,8.9,-2.0,6.2,7.6,2.7,-4.9
CCOCCCNC(=O)c1ccccc1OC1CCN(S(C)(=O)=O)CC1,4.6,-1.0,7.6,-4.9,0.2,-14.9,-9.3,-4.6
NC(=O)C1(Nc2ccccc2)CCCC1,2.4,2.9,13.2,/,/,/,8.3,/
O=C(NCCC1=CCCCC1)C1CCN(S(=O)(=O)c2cccc3cccnc23)CC1,-7.2,0.7,-1.2,-4.7,10.0,-4.5,2.2,-15.1
COc1ccc(C(=O)Nc2ccccn2)cc1,-1.4,3.2,27.9,8.5,9.4,3.7,-11.7,-7.0
CCOC(=O)Cn1cc(Cl)c(=O)c(Cl)c1,-1.4,0.6,-4.2,5.2,0.1,2.7,9.2,7.3
CN1/C(=C\C=Nc2cc(S(=O)(=O)N3CCOCC3)ccc2N2CCOCC2)C(C)(C)c2ccccc21,-6.7,-9.8,-21.8,4.7,5.6,6.7,10.2,-3.7
NC(=O)C1CCN(CC(=O)Nc2ccccc2C(=O)NC2CC2)CC1,-3.5,-1.9,6.2,-10.9,2.4,-7.2,2.8,-11.5
CCc1ccc(CN(C)C(=O)CCc2nnc(CCc3cccc(OC)c3)o2)nc1,-1.0,-2.4,14.4,4.0,-3.3,2.6,-1.7,4.9
CC(=O)Nc1ccc(S(=O)(=O)N2CCC(C(=O)Nc3nccs3)CC2)cc1,-5.0,1.8,3.3,-1.3,-14.2,-2.8,7.0,-4.9
O=[N+]([O-])c1ccc(S(=O)(=O)NCCCc2ccccc2)cc1,3.1,2.4,19.0,0.1,-3.3,9.2,1.6,-8.3
CN(C)S(=O)(=O)c1ccc(NC(=O)COc2cccc3c2OC(C)(C)C3)cc1,0.7,1.0,8.7,1.1,7.3,3.3,1.1,0.1
CC(=O)Oc1ccccc1-c1nc(/C=C/c2ccccc2)no1,-0.5,0.6,19.6,43.3,20.3,70.2*,18.7,61.2*
Cc1cc(C)c(NS(=O)(=O)c2ccc(Cl)c(C(=O)O)c2)c(C)c1,0.3,-1.6,8.4,-3.3,-2.8,8.5,-38.7,-22.5
Cc1c(NC(=O)c2cccc(S(=O)(=O)N3CCOCC3)c2)c(=O)n(-c2ccccc2)n1C,2.8,1.9,-3.3,2.5,-8.0,0.6,-12.3,0.9
CCCCNC(=O)CNC(=O)c1nn(-c2ccc(OC)cc2OC)c(=O)c2ccccc12,-1.1,2.2,-3.3,-4.6,23.3,-5.6,0.7,-9.5
O=C(NNC(=O)c1c(F)cccc1F)c1ccccc1-n1cccc1,-9.5,1.1,-15.2,-8.1,-1.0,4.0,5.7,-4.4
O=C(c1cccc(C(=O)N2CCc3ccccc32)n1)N1CCc2ccccc21,-4.2,-0.4,28.2,-5.6,18.1,-7.7,2.0,-8.0
NC(N)=N/N=C/c1ccc(OCc2ccccc2)cc1,-11.9,1.3,13.1,-8.7,11.2,-5.9,5.3,-18.4
O=C(CCc1nc2ccccc2c(=O)[nH]1)NC1CCN(Cc2ccccc2)CC1,-2.5,-0.3,11.2,-2.4,7.0,6.3,-9.3,-12.0
Cn1c(SCc2nc3ccccc3[nH]2)nnc1-c1cccs1,-7.0,-10.9,-28.2,2.6,-0.2,3.3,9.7,-11.1
CCN(CC)S(=O)(=O)c1ccc(/C=C/C(=O)OCC(=O)Nc2cccc3ccccc23)cc1,-6.7,-1.3,11.8,1.1,4.8,1.8,-10.1,-7.6
COC(=O)c1cc(/C=C/c2ccccc2)on1,-4.1,-0.1,-23.8,-10.5,5.0,-0.6,-13.5,27.2
O=C(OCC(=O)N(CCc1ccccc1)Cc1ccccc1)c1ccccc1NCCO,7.5,-5.0,-377.1,12.3,26.9,1.2,20.7,-0.4
CCN(CC)S(=O)(=O)c1cc(C(=O)N(C)CC(=O)Nc2ccc(Cl)cc2)ccc1Cl,-4.9,0.6,1.6,-1.6,14.0,-1.0,8.9,-2.1
Cc1[nH]c2ccc(C(=O)NCCN3CCCCCC3)cc2c1C,-2.0,-27.4,-7.6,4.2,12.2,6.9,17.2,-0.1
CCc1nn(-c2ccccc2)c2c1-c1cc(OC)c(OC)cc1C1(N2)C(=O)Nc2ccccc21 (stereo not drawn),4.2,5.3,-468.4,-1.1,8.6,-1.6,25.6,1.7
Cc1ccc(C)c(NC(=O)C(Sc2nnc(-c3cccs3)o2)c2ccccc2)c1 (stereo not drawn),-7.8,1.6,13.0,/,/,/,-1.3,/

# 5 of the compounds above, with values under each structure:
# Order of results – HKDC1 inhibitor, SENP1 inh, SENP8 block-1, SENP8 block-2, Apaf1 inhib, SENP7 block, PfGluPho inh, SENP6 block
- O=C(CCc1nc2ccccc2c(=O)[nH]1)NC1CCN(Cc2ccccc2)CC1
→ -2.5, -0.3, 11.2, -2.4, 7.0, 6.3, -9.3, -12.0
- Cc1ccc(C)c(NC(=O)C(Sc2nnc(-c3cccs3)o2)c2ccccc2)c1 (stereo not drawn)
→ -7.8, 1.6, 13.0, /, /, /, -1.3, /
- O=C(OCC(=O)N(CCc1ccccc1)Cc1ccccc1)c1ccccc1NCCO
→ 7.5, -5.0, -377.1, 12.3, 26.9, 1.2, 20.7, -0.4
- COC(=O)c1cc(/C=C/c2ccccc2)on1
→ -4.1, -0.1, -23.8, -10.5, 5.0, -0.6, -13.5, 27.2
- CCc1nn(-c2ccccc2)c2c1-c1cc(OC)c(OC)cc1C1(N2)C(=O)Nc2ccccc21 (stereo not drawn)
→ 4.2, 5.3, -468.4, -1.1, 8.6, -1.6, 25.6, 1.7

# Next section:
SMILES,HKDC1 inhibitor,SENP1 inh,SENP8 block-1,SENP8 block-2,Apaf1 inhib,SENP7 block,PfGluPho inh,SENP6 block
NC(=S)NN=C1C2CC3CC(C2)CC1C3,3.2,-0.5,13.6,-7.7,5.3,-9.4,-0.8,-14.1
O=S(=O)(c1ccc(C2CCCCC2)cc1)N1CCN(c2ncccn2)CC1,7.6,3.4,-10.6,2.6,-3.0,6.0,-4.8,-16.6
CC1CCC2(CC1)NC(=O)N(CC(=O)Nc1cccnc1Cl)C2=O (stereo not drawn),2.9,-0.7,12.4,-2.4,-10.6,3.5,3.4,-11.0
COc1ccc(N2CC(C(=O)OCC(=O)c3ccccc3)CC2=O)cc1 (stereo not drawn),-2.8,-1.9,9.6,-3.8,-9.8,1.5,-5.4,-4.2
CCOC(=O)c1ccccc1NC(=O)CSC(C)C(=O)Nc1cc(C)on1 (stereo not drawn),-5.9,3.0,-25.1,13.6,-5.2,-3.5,-5.3,-10.5
Cc1ccc(NC(=O)CCc2nnc3ccc(NCc4ccco4)nn23)cc1,-2.5,-16.6,-4.7,3.2,1.4,6.3,9.3,1.1
CCCCN(C(=O)c1ccc(Br)o1)C1CCS(=O)(=O)C1 (stereo not drawn),-3.5,1.0,4.4,-6.4,5.3,-6.1,2.8,-16.4
CCc1ccc(OCC(=O)N(C)CCC#N)c(Br)c1,-8.2,1.4,5.4,-5.5,-16.0,8.3,-3.9,-13.6
CCOc1ccc(C(=S)NC2CCCCC2)cc1,-2.6,1.0,21.7,-6.3,9.9,12.4,35.1,-3.9
CCCc1cc(C(=O)N2CCCC(Cc3ccccc3C)(C(=O)OCC)C2)no1 (stereo not drawn),5.7,-0.8,14.6,-0.6,11.2,7.0,8.9,-14.3
ClC1=C(Cl)C(Cl)=C(Cl)C1=C/C=C/c1ccccc1,-0.6,4.9,20.1,-1.2,2.3,-5.3,4.6,-10.1
Cc1ccc(C)c(Nc2cc(C(=O)NCc3cccnc3)c3ccccc3n2)c1,-3.5,-3.4,-89.9,-4.4,-20.7,2.3,4.9,4.5
CCOC(=O)c1c(N)sc(C(=O)N2CCCC(C(N)=O)C2)c1C (stereo not drawn),-11.4,1.5,22.7,-11.2,3.2,-9.3,-22.7,-16.8
c1ccc(-n2ncc3c(NCCN4CCOCC4)ncnc32)cc1,-0.7,-3.6,-11.9,-1.4,-9.3,1.8,-11.3,-4.0
CC(C)(C)NC(=O)COC(=O)c1ccc(S(=O)(=O)N2CCCCCC2)cc1,-3.3,0.5,16.0,1.2,-2.8,7.3,-4.1,-0.8
CC(=O)c1nc2ccccc2n1CCc1ccccc1,-10.8,-4.5,-15.2,1.1,2.7,5.7,6.4,-10.9
CCCN1C(=O)c2cc(C(=O)Nc3cccc(C(C)=O)c3)ccc2C1Nc1cccc(C(C)=O)c1 (stereo not drawn),-2.7,1.2,-190.3,-9.2,1.3,6.9,2.3,3.9
CCN(CC)c1ccc(/C=c2/sc3nnc(-c4ccccc4C)n3c2=O)cc1,-10.6,-29.9,36.1,-1.7,0.9,9.2,-2.0,-1.4

# From PubChem
